Bioassay records from PubChem.
DYRK1A inh – rat Dyrk1A kinase inhibitors, primary screen, biochemical, single point, plate reader. ADP-Glo luminescence, NFATc1 peptide. inhibition, % at 12.5 µM. 310,000 compounds, 0.43% hits; in the data active = inhibition above about 50%;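 also: plate controls were vehicle with enzyme for no effect and no enzyme for full effect; many of its hits are not listed in these tables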
KCNK9 inh – KCNK9 potassium channel inhibitors, primary screen, HEK293 cells, thallium flux; FluxOR thallium flux fluorescence; active compounds read low; B-score at 10 µM; 310,000 compounds, 1.2% hits;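 active = ratio B-score over 3 SD below the library mean, with starting fluorescence within 5 SD of its mean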;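 also: negative B-score means less thallium flux so channel inhibition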
GSK3beta inhib – human GSK3beta kinase inhibitors, primary screen, biochemical, cell-free homogeneous, HTS. GST-GSK3beta kinase, ADP-Glo luminescence, 60 min; active compounds read low. activity score (negative = inhibition), % at 10 µM. 300,000 compounds, 0.038% hits;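 active = more than half of replicate wells score below -50%, meaning over 50% inhibition versus plate controls; inconclusive = some replicates but at most half score below -50%; inactive = no replicate scores below -50%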;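 also: 0% = median DMSO wells and -100% = median GW8510 positive control wells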
Target sequence (P49841 whole entry, looked up): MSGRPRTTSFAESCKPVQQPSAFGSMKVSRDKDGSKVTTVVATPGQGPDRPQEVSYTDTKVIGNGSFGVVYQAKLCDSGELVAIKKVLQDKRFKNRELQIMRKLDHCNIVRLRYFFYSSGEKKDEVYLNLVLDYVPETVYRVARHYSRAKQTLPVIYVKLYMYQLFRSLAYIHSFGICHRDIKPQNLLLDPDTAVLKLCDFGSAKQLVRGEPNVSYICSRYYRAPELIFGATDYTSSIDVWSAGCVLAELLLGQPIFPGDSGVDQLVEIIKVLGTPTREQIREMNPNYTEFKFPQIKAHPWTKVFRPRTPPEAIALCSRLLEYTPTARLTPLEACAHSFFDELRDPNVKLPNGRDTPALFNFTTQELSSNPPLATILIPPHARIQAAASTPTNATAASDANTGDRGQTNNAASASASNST
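Test system – GST-tagged human GSK3beta kinase, cell-free · Incubation – 60 min enzyme reaction, room temperature · Signal – ADP-Glo luminescence · Also added – peptide substrate and ATP at 25 µM · Controls – DMSO neutral wells and GW8510 at 20 µM as positive · Buffer or medium – Tris/MgCl2 kinase buffer · Measure – Luminescence-derived activity versus plate DMSO and GW8510 wells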
HDAC3 inhib – HDAC3 deacetylase inhibitors, primary screen, biochemical, fluorescence, cell-free homogeneous; 320,000 compounds, 0.15% hits; Histone deacetylase 3 (Homo sapiens), O15379; inhibition, % at 8.3 µM; recombinant HDAC3, fluorogenic peptide/trypsin coupled; AID 2718, 2010; in the data active = inhibition above about 26%, passing the limit was not always enough; inconclusive = no clear call, values can overlap the other calls
RGS4 act – RGS4 potentiators or activators, primary screen, cell-based, HEK293 M3R inducible RGS4, calcium flux. B-score at 10 µM. 310,000 compounds, 0.92% hits. carbachol calcium flux Fluo4; active compounds read low;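 active = B-score of the integrated calcium signal more than 4 SD below the library mean, with starting fluorescence not abnormally high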;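 also: negative B-score means reduced calcium response which marks RGS4 activation or potentiation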
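Material: M3R-expressing HEK293 line, RGS4 induced by doxycycline | Schedule: Overnight RGS4 induction, 30 min dye load 37 °C, 20 min compound RT | Measured by: Fluo4 fluorescence kinetic imaging of calcium | Read-out: Integrated calcium ratio converted to B score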
hERG rescue – hERG rescue from dofetilide block, primary screen, cell-based, CHO-hERG, FluxOR thallium flux, dofetilide IC70. activation (rescue from dofetilide block), less the hit threshold, % at 10 µM. 310,000 compounds, 0.51% hits. dofetilide IC70 present. Voltage-gated inwardly rectifying potassium channel KCNH2 (Homo sapiens), Q12809;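 active = activation above the mean of controls blocked by dofetilide plus 5 SD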;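 also: thallium influx through hERG after potassium depolarization seen as dye fluorescence rise; in these data hits start at about 4.7%; inactives centre near -7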
KCNQ1 inh – inhibitors of human KCNQ1 channel, primary screen, cell-based, thallium flux, high-throughput. B-score at 10 µM. CHO-K1 KCNQ1, FluxOR thallium flux fluorescence; active compounds read high. 310,000 compounds, 1.3% hits. Potassium voltage-gated channel subfamily KQT member 1 (Homo sapiens), P51787;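 active = compounds whose thallium flux B-score, printed positive for inhibition, exceeds three library SD while starting fluorescence stays within three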;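 also: channel opened by potassium depolarization with thallium stimulus after 20 min compound exposure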
KCNQ1 act – potentiators or activators of KCNQ1 channel, primary screen, cell-based, thallium flux, high-throughput; B-score at 10 µM; AID 2648, 2010; CHO-K1 KCNQ1, thallium flux FluxOR fluorescence; active compounds read high; 310,000 compounds, 0.35% hits; Potassium voltage-gated channel subfamily KQT member 1 (Homo sapiens), P51787;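 active = fluorescence ratio B-score, a plate-corrected score, at least three library SD, with initial intensity B-score within 5 SD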
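Assay system: CHO-K1 cells stably expressing KCNQ1. Medium: assay buffer for compound exposure, DMSO matched across wells. Timing: 37 °C overnight plating, 90-min dark dye load, 20-min compound pretreatment. Signal: kinetic FluxOR fluorescence, 10 s baseline plus 110 s post-stimulus.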
PolyA inhibitor – polyadenylation inhibitors in yeast reporter cells, primary screen, luminescence, S. cerevisiae. 300,000 compounds, 0.02% hits. calls only at 12 µM. S. cerevisiae SKY197-pL101 polyadenylation reporter, beta-gal luminescence; efflux-impaired pdr1/pdr3 knockout yeast; score 100 = 6 SD above DMSO. AID 1875, 2009;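 active = lowest replicate activity score at least 50, where 100 means six control SD above control mean; inconclusive = lowest score under 50 but half or more replicates reach 50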;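 also: yeast exposed to compound for 9 h at 30 °C; higher score means more reporter readthrough which indicates perturbed polyadenylation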
GSK3 alpha inh – blockers of GSK3A enzyme activity – biochemical, luminescence, cell-free homogeneous, HTS, primary screen. Glycogen synthase kinase-3 alpha (Homo sapiens), P49840. 320,000 compounds, 0.1% hits. GSK-3 alpha kinase, ADP-Glo luminescence, 60 min. inhibition, % at 10 µM;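 in the data active = inhibition above about 50%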;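 also: GST-tagged GSK-3 alpha with peptide substrate and 25 µM ATP; 0% = DMSO neutral wells and 100% = GW8510 positive control wells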
Target sequence (P49840 whole entry, looked up): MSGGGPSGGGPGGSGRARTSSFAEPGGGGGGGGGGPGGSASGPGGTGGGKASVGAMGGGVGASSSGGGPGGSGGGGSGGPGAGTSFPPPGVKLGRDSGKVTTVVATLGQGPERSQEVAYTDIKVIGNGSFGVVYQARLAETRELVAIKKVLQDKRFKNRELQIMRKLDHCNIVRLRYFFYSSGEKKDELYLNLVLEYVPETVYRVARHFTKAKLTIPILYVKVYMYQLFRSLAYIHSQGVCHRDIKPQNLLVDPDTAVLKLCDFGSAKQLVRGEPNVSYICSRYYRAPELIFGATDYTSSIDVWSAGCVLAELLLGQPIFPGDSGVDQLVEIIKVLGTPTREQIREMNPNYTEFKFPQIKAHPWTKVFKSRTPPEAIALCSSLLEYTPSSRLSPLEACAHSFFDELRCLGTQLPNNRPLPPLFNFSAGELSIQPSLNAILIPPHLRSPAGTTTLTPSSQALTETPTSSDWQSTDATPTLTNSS
KCNK3 inh – human KCNK3 channel inhibitors, primary screen, CHO cells, FluxOR thallium flux, B-score; Potassium channel subfamily K member 3 (Homo sapiens), O14649; FluxOR fluorescence; active compounds read low; B-score at 10 µM; 340,000 compounds, 0.84% hits;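 active = B-score under library mean minus 4 SD, starting fluorescence ratio at most library mean plus 5 SD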;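 also: more negative B-score means stronger inhibition of thallium flux through KCNK3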
Active calls of the source: *; i = inactive; ? = inconclusive; / = not tested or not shown. This is a subset; the hit share may differ from the screen's.

Sequence of screens: DYRK1A inh	KCNK9 inh	GSK3beta inhib	HDAC3 inhib	RGS4 act	hERG rescue	KCNQ1 inh	KCNQ1 act	PolyA inhibitor	GSK3 alpha inh	KCNK3 inh
> COc1ccc(C2CC(c3ccccc3)=NN2c2ccc(S(N)(=O)=O)cc2)cc1OC (stereo unspecified)
 : 2	i	0	-20	i	-8	i	i	i	5	i
> CC(=O)Oc1cccc(N2C(=O)c3ccc(C(=O)Nc4cccnc4)cc3C2=O)c1
 : 4	i	-27	-1	i	-13	i	i	i	0	i
> O=C(CSc1nnc(-c2ccc(S(=O)(=O)N3CCCC3)cc2)n1CC1CCCO1)NC1CC1 (stereo unspecified)
 : 2	i	-4	-2	i	-5	i	i	i	3	i
> CC(=O)c1ccc(N2Cc3ccccc3/C2=N\C(=O)Nc2ccccc2)cc1
 : -5	i	1	3	i	-1	i	i	i	0	i
> CN(Cc1ccccc1)C(=O)c1ccccc1NC(=O)C1CC1
 : -4	i	-2	10	i	-9	i	i	i	-2	i
> CC1CCCC(C)N1C(=O)CSc1nc(N)cc(N)n1 (stereo unspecified)
 : -2	i	0	-2	i	-4	i	i	i	-3	i
> C/C(Cc1ccccc1)=N\NC(=O)c1ccc(F)cc1
 : -56	i	-1	-1	i	-8	i	i	i	0	i
> COc1ccc(-c2csc(NC(=O)CSc3nc(C)nc4sc(C(=O)O)c(C)c34)n2)cc1
 : 15	i	1	-4	i	-14	i	i	i	0	i
> Oc1ccc(/C=N/Nc2ncnc3nc[nH]c23)cc1
 : 19	i	-32	/	i	-9	i	i	/	9	i
> CS(=O)(=O)N(CC(=O)N1CCC(C(N)=O)CC1)c1cc(C(F)(F)F)ccc1Cl
 : -6	i	-2	4	i	-7	i	i	i	1	i
> Cn1c(-c2ccc(Br)cc2)cnc1NCc1cccnc1
 : 2	i	-2	-3	i	-8	i	i	i	-3	i
> COC(=O)Cc1c(C)c2c(O)cc(C)cc2oc1=O
 : -1	i	4	4	i	-3	i	i	i	/	i
> COc1ccccc1S(=O)(=O)Cc1ccc(C(=O)N2CCN(c3ccccc3)CC2)o1
 : 0	i	1	-1	i	-15	i	i	i	-2	i
> Cc1cc(C)c(S(C)(=O)=O)c(Sc2ccc(Cl)cc2)n1
 : 6	i	1	2	i	-10	i	i	i	17	i
> O=C(COC(=O)c1ccccc1Br)NCc1ccccc1
 : -1	i	3	2	i	-2	i	i	i	-2	i
> CCn1cc(C(=O)N(C)CC(OC)OC)c(=O)c2cc(S(=O)(=O)N3CCOCC3)ccc21
 : 2	i	1	2	i	-6	i	i	i	-2	i
> CSc1ccc(CN2CCN(Cc3ccccc3)C(CCO)C2)cc1 (stereo unspecified)
 : -8	i	5	3	i	-22	i	i	i	0	i
> O=C(O)c1ccccc1CSc1nc2ccccc2o1
 : 3	i	2	?	i	-7	i	i	i	-4	i
> CC(C)Cn1c(N)c(C(=O)COC(=O)C2CC(=O)N(c3ccc4c(c3)OCCO4)C2)c(=O)n(C)c1=O (stereo unspecified)
 : -3	i	-2	-6	i	-11	i	i	i	0	i
> CCOc1ccc(CC(=O)NNC(=S)NCCc2ccccc2)cc1
 : 5	i	-4	-1	i	-6	i	i	i	1	i
> Cc1c(/C=C/C(=O)c2ccc(O)cc2)cnn1C
 : -4	i	0	1	i	-9	i	i	i	3	i
> CCC1SC2=NC(C)=C(C(=O)OC)C(c3cccs3)N2C1=O (stereo unspecified)
 : 0	i	0	1	i	-8	i	i	i	0	-13*
> CCCn1c(N2CCN(Cc3cccc(C)c3)CC2)nc2c1c(=O)[nH]c(=O)n2C
 : 7	i	-1	3	i	-8	i	i	i	-3	i
> CN1c2ccsc2C(O)=C(C(=O)Nc2ccccc2)S1(=O)=O
 : 1	i	6	6	i	-10	i	i	i	-1	i
> CC1=C(C(=O)Nc2cccnc2)C(c2ccncc2)n2nnnc2N1 (stereo unspecified)
 : 0	i	3	8	i	-10	i	i	i	-1	i
> COc1cccc(-c2cnc(NCc3cc(Cl)ccc3O)n2C)c1
 : 0	i	-1	-1	i	-25	i	i	i	-2	i
> CCN1CC(O)=C(c2nc3ccccc3s2)C1=N
 : 2	i	0	-2	i	-13	i	i	i	0	i
> CCCn1c(SCC(=O)c2c(C)[nH]c(C)c2C(=O)OCC)nc2ccccc21
 : -3	i	3	4	i	-16	i	i	i	-2	i
> Cc1nn(Cc2ccc(Cl)cc2Cl)c(C)c1NC(=O)c1ccc(COc2cc(Cl)ccc2Cl)o1
 : -5	i	1	-6	i	-13	i	i	i	-1	i
> COc1ccc(CNC(=S)NC2CCCC2)cc1
 : 1	i	-2	0	i	-7	i	i	i	4	i
> COC(=O)CSc1nn(-c2ccc(F)cc2)c(=S)s1
 : /	i	1	-1	i	-11	i	i	i	-3	i
> O=C(Nc1ccccc1Oc1ccsc1C(=O)O)c1ccccc1F
 : 3	i	3	1	i	-4	i	i	i	-3	i
> COc1ccccc1NC(=O)N(Cc1ccco1)Cc1cc2cc(C)cc(C)c2[nH]c1=O
 : 1	i	1	3	i	-2	i	i	i	-1	i
> Cc1nc2ccc(S(=O)(=O)NCC(=O)N(C)Cc3ccco3)cc2s1
 : -8	i	-2	1	i	4	i	i	i	1	i
> N#CCc1ccc(Oc2ncc(C(F)(F)F)cc2Cl)cc1
 : 2	i	0	1	i	-6	i	i	i	-1	i
> Cc1cccc(Nc2ncnc3ccccc23)c1
 : 12	i	0	0	i	-11	i	i	i	1	i
> CCC(=O)Nc1ccc(S(=O)(=O)Nc2cccnc2)cc1
 : -6	i	9	-14	i	-10	i	i	i	-4	i
> Cc1ccc(S(=O)(=O)N(CCO)Cc2ccccc2)cc1
 : 9	i	-2	1	i	-1	i	i	i	0	i
> CCCc1cc(=O)oc2c(CN3CCN(C)CC3)c(O)c(Cl)cc12
 : -2	i	0	-317	i	3	i	i	i	-2	i
> O=[N+]([O-])C(=C1NCCN1)C(Cl)=C(Cl)Cl
 : -2	i	-1	5	i	-7	i	i	i	-1	i
> COc1ccc(/C=N/NS(=O)(=O)c2ccccc2)cc1OS(=O)(=O)c1ccc(C)cc1
 : 6	i	3	8	i	-13	i	i	i	0	i
> CC(C)(C)NC(=O)C(c1ccc(F)cc1)N(Cc1ccco1)C(=O)c1csnn1 (stereo unspecified)
 : 8	i	0	-3	i	-5	i	i	i	-1	i
> O=C(CCn1cnc2ccccc2c1=O)Nc1ccc(Cl)c(Cl)c1
 : -4	i	-2	-1	i	-10	i	i	i	/	i
> CCCN(C(=O)CCl)C1=CCCCC1
 : 5	i	0	2	i	-11	i	i	i	-1	i
> CC(NC(=O)c1ccccc1)c1nnc(SCC(=O)Nc2nnc(C3CC3)s2)n1C (stereo unspecified)
 : 0	i	-2	/	i	-13	i	i	i	/	i
> CC12CC(NC(=O)N1c1cccc(C(=O)Nc3ncn[nH]3)c1)c1ccccc1O2 (stereo unspecified)
 : -1	i	0	1	i	-4	i	i	i	-1	i
> COc1cccc(CN(C)CC(=O)Nc2cc3oc4ccccc4c3cc2OC)c1
 : -5	i	-2	0	i	2	i	i	i	0	i
> O=C(COc1ccc2c3c(c(=O)oc2c1)CCC3)NCC(O)c1ccccc1 (stereo unspecified)
 : 7	i	-3	0	i	-4	i	i	i	-4	i
> COc1ccc(CCC(=O)NCCOc2ccc(C)cc2)cc1
 : -1	i	4	0	i	-3	i	11*	i	0	i
> O=[N+]([O-])c1ccccc1/C=C/C=N/n1c(-c2ccccc2F)n[nH]c1=S
 : 8	i	-6	1	i	-16	i	i	i	5	i
> Cc1cc(C(=O)NN)n[nH]1
 : 12	i	-21	0	i	-3	i	i	i	4	i
> Cc1cc(C)cc(N(C(=O)Cc2cccs2)C(C(=O)NC2CCCCC2)c2ccccn2)c1 (stereo unspecified)
 : -2	i	2	9	i	-12	i	i	i	1	i
> CC(C)Cn1c(N)c(C(=O)COC(=O)c2ccccc2Cl)c(=O)n(C)c1=O
 : 0	i	2	4	i	-22	i	i	i	3	i
> CC1CCCN(C(=O)C2CCN(c3nc(-c4ccccc4)nc4c3CCC4)CC2)C1 (stereo unspecified)
 : -1	i	-2	1	i	-11	i	i	i	-2	i
> CC1CCN(S(=O)(=O)c2ccc(C(=O)OC(C)C(=O)N(C)C3CCCCC3)cc2)CC1 (stereo unspecified)
 : -5	i	2	1	i	-4	i	i	i	-1	i
> COC(=O)COc1ccc2c(=O)c(-c3ccccc3OC)coc2c1
 : -4	i	-3	5	i	-4	i	i	i	0	i
